# NCI-60 one-dose screen, 48 h, at 10 µM unless noted. Numbers give growth in % (100 = growth as untreated, 0 = no growth, -100 = all killed).
# SNB-19: SNB-19 CNS cancer cells; AID 1794751; 2.5% of 81,000 active
# HT29: HT29 colon cancer; 7.4% of 81,000 active
# SF-268: SF-268 CNS cancer cells; AID 1794759; 3.1% of 82,000 active
# SNB-75: SNB-75 CNS cancer | 5% of 79,000 active
# SW-620: SW-620 colon cancer | 5.2% of 82,000 active
# KM12: KM12 colon cancer cells; 5% of 82,000 active; AID 1794800
# HCT-15: HCT-15 colon cancer; 5.2% of 82,000 active; AID 1794746
# HCT-116: HCT-116 colon cancer; 7.3% of 82,000 active
# HCC-2998: HCC-2998 colon cancer | AID 1794799 | 4.7% of 79,000 active
# * hit, by the source's call; . = not tested or not shown; & = joins results of further samples. The calls were made as follows: active = growth percent below 10; inactive = the rest.
SMILES,SNB-19,HT29,SF-268,SNB-75,SW-620,KM12,HCT-15,HCT-116,HCC-2998
NS(=O)(=O)c1ccc(NC(=O)CN(C(=O)C(F)(F)F)C2CCCC2)cc1,94,104,100,94,103,105,93,108,110
O=C1Nc2ccc(F)cc2/C1=N/N=C/c1ccc(F)cc1,106,108,105,91,105,105,100,98,101
CCOC(=O)c1[nH]c(C)c(CC)c1C,96,83,104,83,102,105,97,77,103
CN(C)c1nc(NCCNS(=O)(=O)c2ccc(C3=Nc4c(N)nc(N)nc4NC(c4ccc(Cl)cc4)C3)cc2)nc(N2CCOCC2)n1 (stereo not drawn),47,30,53,58,83,53,61,31,39
CCCO/N=C/c1cccc(C)n1,105,112,106,107,103,112,110,106,109
OCCN(Cc1ccccc1)Cc1ncccc1O,110,123,118,149,115,125,113,102,101
c1ccc2c(c1)Cc1cc3ccccc3nc1-2,103,99,90,89,99,91,94,93,101
CC1(C)[C@@H](OC(=O)c2cccnc2)CC[C@]2(C)[C@H]3C(=O)C=C4[C@@H]5C[C@](C)(C(=O)N6CCNCC6)CC[C@]5(C)CC[C@@]4(C)[C@]3(C)CC[C@@H]12,98,87,102,93,95,99,82,72,101
O=C(/C=C/c1ccco1)c1ccc([N+](=O)[O-])cc1,99,98,106,91,107,98,91,94,100
COc1cc(CNC(=O)/C=C/c2ccccc2)ccc1O,93,97,92,65,98,101,99,97,109
CCOC(=O)N1CCN(c2oc(-c3ccc(Cl)cc3)nc2C#N)CC1,97,102,102,95,99,99,111,99,98
CCOC(=O)c1ccc(NC(=O)Nc2cccc(O)c2)cc1,104,108,97,97,105,101,91,99,112
c1ccc2[nH]ncc2c1,113&104,100&93,101&99,98&85,106,104&107,102&107,97&113,94&105
NCCCN1CCN(CCCNc2cccc3cccnc23)CC1,.,89,94,92,88,109,108,89,100
CCCCN=C(NCCCC)C(c1ccccc1)c1ccccc1,93,58,92,76,80,95,80,40,91
COc1ccc(/C=N/c2n[nH]c(Nc3ccccc3)n2)cc1,101,112,110,99,103,104,101,110,104
Nc1nc2c(ncn2COCCO)c(=O)[nH]1,111,106,114,123,119,114,102,107,123
CCN(CC)CCOc1ccccn1,105,99,101,98,103,101,99,97,105
Cc1nnc(Oc2ccc(NC(=O)Nc3ccc(Cl)cc3)cc2)c2ccccc12,.,77,71,47,95,58,70,72,110
N#Cc1c(-c2cccs2)c(C#N)c(=O)n(Cc2nc3ccccc3[nH]2)c1N,101,-93*,104,79,96,102,98,100,116

# Profiles from above. Order of values: SNB-19 | HT29 | SF-268 | SNB-75 | SW-620 | KM12 | HCT-15 | HCT-116 | HCC-2998
# CCOC(=O)c1ccc(NC(=O)Nc2cccc(O)c2)cc1 is entered as 104 | 108 | 97 | 97 | 105 | 101 | 91 | 99 | 112
# Nc1nc2c(ncn2COCCO)c(=O)[nH]1 is entered as 111 | 106 | 114 | 123 | 119 | 114 | 102 | 107 | 123

# Given with each value named: entries from further up
CCCCN=C(NCCCC)C(c1ccccc1)c1ccccc1
  SNB-19: 93	HT29: 58	SF-268: 92	SNB-75: 76	SW-620: 80	KM12: 95	HCT-15: 80	HCT-116: 40	HCC-2998: 91

O=C1Nc2ccc(F)cc2/C1=N/N=C/c1ccc(F)cc1
  SNB-19: 106	HT29: 108	SF-268: 105	SNB-75: 91	SW-620: 105	KM12: 105	HCT-15: 100	HCT-116: 98	HCC-2998: 101

O=C(/C=C/c1ccco1)c1ccc([N+](=O)[O-])cc1
  SNB-19: 99	HT29: 98	SF-268: 106	SNB-75: 91	SW-620: 107	KM12: 98	HCT-15: 91	HCT-116: 94	HCC-2998: 100

CCCO/N=C/c1cccc(C)n1
  SNB-19: 105	HT29: 112	SF-268: 106	SNB-75: 107	SW-620: 103	KM12: 112	HCT-15: 110	HCT-116: 106	HCC-2998: 109

# Rewritten with values under each structure: entries from further up.
# Results follow in this order: SNB-19	HT29	SF-268	SNB-75	SW-620	KM12	HCT-15	HCT-116	HCC-2998
c1ccc2[nH]ncc2c1
    113&104	100&93	101&99	98&85	106	104&107	102&107	97&113	94&105
NCCCN1CCN(CCCNc2cccc3cccnc23)CC1
    .	89	94	92	88	109	108	89	100
CCCCN=C(NCCCC)C(c1ccccc1)c1ccccc1
    93	58	92	76	80	95	80	40	91
COc1ccc(/C=N/c2n[nH]c(Nc3ccccc3)n2)cc1
    101	112	110	99	103	104	101	110	104
Nc1nc2c(ncn2COCCO)c(=O)[nH]1
    111	106	114	123	119	114	102	107	123

# (list continues)
SMILES,SNB-19,HT29,SF-268,SNB-75,SW-620,KM12,HCT-15,HCT-116,HCC-2998
Oc1ccc(NC(=S)Nc2ccccc2)cc1,102,99,99,81,121,109,101,70,60
CCN1CCN(CC(=O)Nc2nc3ccc(NCc4ccc(Cl)cc4)cc3s2)CC1,80,20,71,103,22,60,1.0*,13,82
Fc1cccc(-c2[nH]nc3nc(Nc4cccnc4)sc23)c1,40,14,61,47,42,23,37,35,70
Cc1cccc(OCc2ccccc2)n1,106,94,112,95,101,109,101,109,101
C=C1CC[C@@H]2[C@](C)(COC(C)=O)[C@H](OC(C)=O)CC[C@@]2(C)[C@@H]1CC(NCc1cccc(Cl)c1)C1=CCOC1=O (stereo partly drawn),56,26,53,86,38,47,38,36,85
NC(CO)(CO)c1ccccc1,107,100,98,89,97,95,97,101,110
CCOC(=O)c1csc(NC(=O)c2ccc(Nc3ccc([N+](=O)[O-])cc3C)c([N+](=O)[O-])c2)n1,95,106,96,96,106,101,99,108,97
CC(C)(C)C(=O)/C=C/c1cccc(F)c1,101,104,106,101,102,104,104,96,111
CCOC(=O)c1cnn(CC(O)CC)c1NC(=O)NCc1ccccc1C(F)(F)F (stereo not drawn),104,86,100,96,108,103,103,78,100
N#Cc1ccc(Oc2ccc(C#N)c(C#N)c2)cc1C#N,96,99,102,77,97,100,102,100,104
Cc1cc(O)c(C(C)C)cc1NC(=S)Nc1cc(C(C)C)c(O)cc1C,104,121,100,95,102,100,102,96,117
COc1cc(/C=C/C(=N\O)c2cc3ccccc3oc2=O)cc(OC)c1OC,98,109,98,93,106,98,104,97,105
Cc1cc(C)c(NC(=O)c2ccccc2)cc1N,104,106,97,79,105,97,100,88,82
CC(=O)C(=O)N(N)C1=NN=C2N=C(C)C=C(c3ccccc3)N2N1,100,112,109,113,103,100,107,104,112
COc1cc(C(=O)n2nc(N3CCN(C)CC3)c3cc(N)ccc32)cc(OC)c1OC,35,87,47,40,30,58,37,7.7*,90
CC(=O)Nc1ccc(C(=O)CN2CCOCC2)cc1,105,100,97,109,107,103,105,104,106
CCCCCOC(=O)C(CCCCC)C(=O)CCCCC (stereo not drawn),108,105,95,101,101,102,100,107,105
CSc1ncnc2c1ncn2CO,109,116,118,93,118,138,104,112,118
O=C(CN1C(=O)/C(=C/c2ccccc2Cl)SC1=S)N1CCOCC1,92,96,106,109,39,101,45,61,124
CN(CC(=O)NNC(=O)c1cncn1-c1ccc(F)cc1)S(=O)(=O)c1ccc(Cl)cc1,110,109,114,93,109,111,109,116,106
COC1C(COC(=O)c2ccccc2)OC2OC(C)(C)OC21 (stereo not drawn),106,109,103,101,104,97,101,105,110
Cc1ccc(-c2ccnc3c(-c4ccccc4)c(Nc4ccccc4)nn23)cc1,113,53,112,101,92,80,74,84,111
O=C(O)c1cccc(Br)c1,105&108,94&101,102&101,100&91,104&112,106&101,102&108,98&100,103&122
N#Cc1n[nH]n2c1nc(=O)c1sc3c(c12)CCCC3,100,96,94,94,98,95,103,104,96
O=C(Cc1cccc(Cl)c1)c1ccccc1,108,106,97,99,102,104,97,108,98
Cc1ccccc1N1CCN(C(=O)c2cccnc2)CC1,92,97,112,84,113,107,112,98,103
O=C(CCc1nnc2sc(-c3ccc(O)cc3)nn12)c1nc2ncccc2[nH]1,93,95,94,92,86,101,99,102,105
CC(C)N(CCOC(=O)Nc1ccc(Cl)cc1)C(C)C,115,.,116,97,103,103,103,97,105
O=c1[nH][nH]cc1Sc1ncn[nH]1,101,100,99,82,94,100,97,111,103
O=C(Cn1cc(CO)nn1)Nc1nc(-c2ccc(Br)cc2)cs1,93,104,97,80,110,103,95,105,105
COc1cc(C2CC(c3ccc(Cl)cc3)=Nc3c(C)nn(-c4ccccc4)c3N2)ccc1Oc1nc2c(c(=O)n(C)c(=O)n2C)n1C (stereo not drawn),88,92,75,74,112,90,94,78,103
O=C(CSc1nc2sc3c(c2c(=O)n1-c1ccc(Cl)cc1)CCCC3)N/N=C/c1ccc(OCc2ccccc2)cc1,105,66,69,105,47,90,62,73,96
CCOC(=O)N1CCN(CCCCCOc2ccccc2C2CCCCC2)CC1,81,34,74,78,67,60,42,40,94
COc1ccc(-c2n[nH]c(=O)nc2-c2ccc(OC)cc2)cc1,100,115,110,87,100,96,101,99,109
Cc1ccccc1OCC(O)CN1CCOCC1 (stereo not drawn),106,110,105,104,109,110,115,98,111
O=S(=O)(Oc1ccc(-c2cn3ccsc3n2)cc1)c1ccc(Cl)c(C(F)(F)F)c1,96,107,101,104,105,104,94,103,98
COc1cc(CN(CCC(O)N2CCCC2=O)Cc2ccc3c(c2)OCO3)cc(OC)c1OC (stereo not drawn),99,98,106,94,108,105,97,92,113
O=C(O)CSc1nc2ccccc2s1,99&99,104,97&106,90&70,103&107,113&109,110&111,119&95,93&108
CCc1ccccc1-n1c(=O)c(C#N)c(-c2cc(OC)c(OC)c(OC)c2)c2c(N)[nH]nc21,99,99,100,91,99,111,109,98,100
CC(=O)Nc1nc(O)c(C=Nc2ccncc2)s1,102,108,93,96,102,106,107,96,106

# Three compounds drawn at random from those above, as already listed:
SMILES,SNB-19,HT29,SF-268,SNB-75,SW-620,KM12,HCT-15,HCT-116,HCC-2998
O=C(O)c1cccc(Br)c1,105&108,94&101,102&101,100&91,104&112,106&101,102&108,98&100,103&122
COc1cc(CN(CCC(O)N2CCCC2=O)Cc2ccc3c(c2)OCO3)cc(OC)c1OC (stereo not drawn),99,98,106,94,108,105,97,92,113
O=c1[nH][nH]cc1Sc1ncn[nH]1,101,100,99,82,94,100,97,111,103

# (next part)
SMILES,SNB-19,HT29,SF-268,SNB-75,SW-620,KM12,HCT-15,HCT-116,HCC-2998
O=S(=O)(Cl)Cc1ccc(Cl)cc1,102,96,102,93,102,103,104,98,92
COC(=O)c1ccc(N=NN(C)COC(C)=O)cc1,.,113,.,102,99,106,100,98,124
COc1ccc(-c2cc(-c3cc(OC)ccc3OC)nc(SCc3ccccc3)c2C#N)cc1,96,97,103,89,103,85,98,93,106
COc1ccc(-c2cc(C(=O)N3CCN(C(=O)c4ccccc4NCc4cc(OC)c(OC)c(OC)c4)CC3)nc3cc(-c4ccccc4)nn23)cc1,84,94,111,87,110,101,100,95,103
O=C1CC(O)C(Cc2ccccc2)N1 (stereo not drawn),110,99,118,72,108,.,98,93,99
CC(=O)C(CCc1ccccc1)(CCN(C)C)c1ccccc1 (stereo not drawn),97,91,87,65,100,98,96,95,94
Cc1cc2c(cc1C)C(=O)c1ccccc1C2=O,104,114,103,97,102,103,106,118,109
Clc1ccc2noc(-c3ccccc3)c2c1,115,.,103,132,103,101,98,106,93
c1ccc2cc3c(Nc4ccc(N5CCOCC5)cc4)ccnc3cc2c1,94,98,88,101,101,102,91,90,109
COC(=O)C1(C(C(=O)c2ccccc2)c2ccccc2)NC(=S)NC(=O)C1C#N (stereo not drawn),95,107,116,136,116,100,108,102,103
O=C(OCC1OC(n2cnc3c(=S)nc[nH]c32)C(OC(=O)c2ccc(Cl)cc2)C1OC(=O)c1ccc(Cl)cc1)c1ccc(Cl)cc1 (stereo not drawn),97,102,97,79,86,68,94,83,66
O=C(CN1C(=O)NC2NC(=O)NC21)N/N=C/C=C/c1ccccc1[N+](=O)[O-] (stereo not drawn),96,110,94,81,101,101,104,108,100
CCOC(=O)C1=C(c2ccccc2)N=c2s/c(=C/c3ccc(Br)cc3)c(=O)n2C1c1cc(OC)c(OC)c(OC)c1 (stereo not drawn),88,100,88,79,96,88,93,87,97
